# GoLoco inh red – qHTS Assay for Inhibitors of RGS12 GoLoco Motif Activity (Red Fluorophore) | 230,000 compounds, 0.44% hits | Potency, µM (highest dose often 61.6 µM), for inactives: top-dose activity, negative = inhibition, hits mostly inhibitors | Gai1:RGS12 GoLoco peptide FP, rhodamine, 10 min; active means well fitted inhibition curve with a large enough effect, not every such curve was filed as active; inactive means no such curve, though single readings can be large or run the other way; further: on the % scale 0 is the no-effect control and ±100 the full control effect; nearly all actives have a fitted effect of over 30% in size; many of its hits are not listed in these tables
# Target sequence (P63096 whole entry, looked up): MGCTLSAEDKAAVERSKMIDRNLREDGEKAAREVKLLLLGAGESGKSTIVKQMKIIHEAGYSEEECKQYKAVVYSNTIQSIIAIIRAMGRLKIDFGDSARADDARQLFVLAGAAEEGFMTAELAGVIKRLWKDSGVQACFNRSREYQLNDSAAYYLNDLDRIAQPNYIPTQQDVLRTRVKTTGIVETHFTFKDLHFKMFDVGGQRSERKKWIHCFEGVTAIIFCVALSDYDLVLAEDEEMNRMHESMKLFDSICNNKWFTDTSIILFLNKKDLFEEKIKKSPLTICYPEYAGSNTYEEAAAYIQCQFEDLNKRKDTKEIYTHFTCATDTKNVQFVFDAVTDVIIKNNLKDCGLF
# KDM4E inh – qHTS Assay for Inhibitors of Human Jumonji Domain Containing 2E (JMJD2E). Potency, µM (highest dose often 57.1 µM), for the others: at the top dose activity change, negative = inhibition, hits mostly inhibitors. 230,000 compounds, 1.6% hits. Lysine-specific demethylase 4E (Homo sapiens), B2RXH2. AID 2147, 2009. JMJD2E catalytic domain, FDH-coupled NADH fluorescence (FDH is formaldehyde dehydrogenase); active means well fitted inhibition curve with a large enough effect, not every such curve was filed as active; inconclusive means small, poorly fitted or top-dose-only effect, or another doubt; inactive means no such curve, though single readings can be large or run the other way;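 further: 0% = wells with enzyme and -100% = buffer wells without enzyme; nearly all actives have a fitted effect of over 50% in size; many of its hits are not listed in these tables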
# Target sequence (B2RXH2 1-337 limits assumed): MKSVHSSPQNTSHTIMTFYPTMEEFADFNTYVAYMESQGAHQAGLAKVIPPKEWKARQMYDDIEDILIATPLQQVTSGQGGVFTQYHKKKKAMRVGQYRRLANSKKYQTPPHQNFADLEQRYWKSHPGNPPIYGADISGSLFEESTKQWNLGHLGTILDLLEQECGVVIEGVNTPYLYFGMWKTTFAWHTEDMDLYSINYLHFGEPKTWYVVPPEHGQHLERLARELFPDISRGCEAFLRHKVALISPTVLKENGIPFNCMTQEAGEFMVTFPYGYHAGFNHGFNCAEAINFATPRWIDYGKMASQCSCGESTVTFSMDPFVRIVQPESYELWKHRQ
# NPSR antag – qHTS Assay for Antagonists of the Neuropeptide S Receptor: cAMP Signal Transduction; Potency, µM (series often up to 38.3 µM), inactives show at the highest dose activity change, negative = inhibition, hits mostly inhibitors; AID 1461, 2008; CHO-NPSR cells, cAMP TR-FRET, antagonist mode; 220,000 compounds, 1% hits; further: on the % scale 0 is the no-effect control and ±100 the full control effect; nearly all actives have a fitted effect of over 50% in size; many of its hits are not listed in these tables
# Target sequence (Q6W5P4 whole entry, looked up): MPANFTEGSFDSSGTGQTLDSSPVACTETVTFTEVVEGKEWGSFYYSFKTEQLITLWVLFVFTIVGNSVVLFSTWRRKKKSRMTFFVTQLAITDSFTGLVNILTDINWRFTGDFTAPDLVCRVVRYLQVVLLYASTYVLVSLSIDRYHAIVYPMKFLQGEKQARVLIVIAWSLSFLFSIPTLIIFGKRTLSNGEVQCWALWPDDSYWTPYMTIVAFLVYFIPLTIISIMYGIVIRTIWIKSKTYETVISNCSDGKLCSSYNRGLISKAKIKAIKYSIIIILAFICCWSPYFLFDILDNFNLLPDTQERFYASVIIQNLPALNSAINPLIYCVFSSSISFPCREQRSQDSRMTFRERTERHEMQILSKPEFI
# RECQ1 inh – qHTS Assay for Inhibitors of RecQ-Like Dna Helicase 1 (RECQ1); ATP-dependent DNA helicase Q1 (Homo sapiens), P46063; RECQ1 DNA unwinding, red fluorescence kinetic read; Potency, µM (series often up to 57.3 µM), without a hit: top-dose activity, negative = inhibition, most hits filed as inhibitors; 240,000 compounds, 0.54% hits;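 further: plate controls were vehicle for no effect and no enzyme for full effect; nearly all actives have a fitted effect of over 30% in size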
#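 RECQ1T1 50 nM; forked duplex (20 bp + 30-nt ss tails) 200 nM, ATP 2 mM final; pH 8.0, 2 mM MgCl2, 2.5 ug/ml poly(dI-dC); 15 min compound preincubation; discontinuous kinetic read over 2 h at RT.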
# Luc counter – Counterscreen for Luciferase (Kinase-Glo TM) Inhibition. 200,000 compounds, 0.28% hits. Luciferin 4-monooxygenase (Photuris pensylvanica), Q27757. AID 1379, 2008. Potency, µM (top dose mostly 38.3 µM), for inactives: top-dose activity change, negative = inhibition, usual class: inhibitors. Kinase-Glo luciferase, ATP luminescence, 8 min; further: on the % scale 0 is the no-effect control and ±100 the full control effect; nearly all actives have a fitted effect of over 60% in size
#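 Compound is pinned into ATP-containing buffer (10 uM ATP, imidazole pH 7.2, 7 mM MgCl2). Kinase-Glo luciferase reagent is then added. Light output is recorded following an 8-min room-temperature incubation.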
# Epigenetic reg – Quantitative High-Throughput Screen for Regulators of Epigenetic Control. murine LDR cells, GFP reporter derepression, 30 h. AID 1865, 2009. 280,000 compounds, 0.2% hits. Potency, µM (titrated, usually from 53.9 µM), without a hit: at the highest dose GFP activation, actives largely listed as activators; further: % of control where 0% means no effect; nearly all actives have a fitted effect of over 60% in size
#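 In this reporter-derepression format, murine cells bearing a silenced integrated CMV-GFP locus incubate with test compound (30 h, 37 C), then are washed and imaged; fluorescent objects of 20–120 um count as induced cells.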
# IMPase Li cell – qHTS Assay for Identifying the Cell-Membrane Permeable IMPase Inhibitors: Potentiation with Lithium; 210,000 compounds, 0.35% hits; Potency, µM (doses to about 59.4 µM), for the others: at the highest dose activity, negative = IMPase inhibition, actives largely listed as inhibitors; AID 1457, 2008; CHO-M1 cells, IP1 TR-FRET (IP-One), carbachol + lithium;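 further: IP1 builds up when IMPase is blocked and the TR-FRET signal falls; plate controls were basal vehicle for no effect and high inhibitor control for full effect; nearly all actives have a fitted effect of over 50% in size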
#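 IP1 accumulation measured by competitive TR-FRET in lysed CHO-M1 cells after 30 min compound exposure at 37C, with a small lithium addition to potentiate weak responses. Hill-equation AC50 from ratio and donor-channel data.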
# SMN2 splice up – qHTS Assay for Enhancers of SMN2 Splice Variant Expression | AID 1458, 2008 | HEK293 SMN2-luciferase splicing reporter, luminescence, 30-36 h | 210,000 compounds, 2.8% hits | Potency, µM (titrated, usually from 46.1 µM), inactives show at the highest dose activity change, positive = activation, usual class: activators; further: % of control where 0% means no effect; nearly all actives have a fitted effect of over 55% in size
#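 HEK293 cells carry an SMN2 […]–luciferase reporter in which exon 7 inclusion puts luciferase in frame. Cells were plated 10-12 h before compound addition, then incubated 30-36 h at 37C. ONE-Glo luminescence was read; sodium butyrate at 4.5 mM final served as control.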
# * marks the source's active call; other numbers are inactive results; i = inactive; u = inconclusive; x = not tested or not shown; & = joins results of further samples; [ ] = remark or other dose. Unless noted, the call rests on the fitted dose curve; in most records, active means well fitted curve in the direction sought with a large enough effect; inconclusive means small, poorly fitted or top-dose-only effect, or another doubt; inactive means no such curve, though single readings can be large; an effect the other way counts as inactive or inconclusive. Potency means the concentration at half of the fitted maximal effect. Not all compounds are listed; rates above refer to the full screens.
SMILES,GoLoco inh red,KDM4E inh,NPSR antag,RECQ1 inh,Luc counter,Epigenetic reg,IMPase Li cell,SMN2 splice up
Cc1ccc(N(CN2C(=O)c3ccccc3C2=O)C(=O)c2ccc([N+](=O)[O-])cc2[N+](=O)[O-])cc1,8%,-2%,-18%,i,3%,-1.6%,1%,-7%
O=C(/C=C/c1ccc(Br)o1)Nc1nccs1,26%,u,-11%,i,-1%,-2.1%,3%,13µM*
Cc1cc(C)c2c(N)c(C(=O)NN3CC(=O)N(c4cccc(Cl)c4)CC3=O)sc2n1,3%,u,-1%,-4%,x,0.1%,x,x
CC[C@H](C)NC(=O)CCCCCn1c(=S)[nH]c2c([nH]c3ccc(OC)cc32)c1=O,17%,-6%,6%,u,0%,1.0%,-1%,u
CCCCC(=O)N=c1sc2c(OC)ccc(OC)c2n1C,3%,-5%,-37%,-1%,x,1.0%,x,x
Cn1nc(CC(=O)Nc2ccc3c(c2)CCC3)c2ccccc2c1=O,1%,-1%,-9%[46.1 µM],-3%,-3%,-0.7%,5%[38.3 µM],-78%[inhibitor]
CC(=O)c1nn(-c2ccc(Br)cc2)cc1C(=O)c1ccco1,5%,1%,4%[46.1 µM],0%,1%,-1.0%,-1%,-1%
CSc1nnc(NC(=O)C2CCCCC2)s1,3%,2%,-1%[46.1 µM],-4%,0%,0.0%,20%[38.3 µM],29%
CC(OC(=O)c1ccc(S(=O)(=O)NCc2ccco2)cc1)C(=O)Nc1ccc(Cl)cn1 (stereo unspecified),12%,4%,-46%,5%,3%,12%,3%,-11%
O=C(c1ccncc1)N1CCC2(CC1)CN(Cc1cc(C(F)(F)F)cc(C(F)(F)F)c1)C2,3%,x,x,-3%,-3%,x,48%[activator],-43%[inhibitor]
CC(C)C[C@H](NC(=O)c1[nH]cnc1C(=O)N[C@@H](C)c1ccccc1)C(=O)OC(C)(C)C,2%,11%,u,u,x,12%,7%,x
N=C(N)SCc1cccc2c(=O)cc(-c3ccccc3)oc12,3%[14.2 µM],x,x,x,-2%[7.66 µM],x,24%,-8%[9.22 µM]
C[C@H](NC(=O)/C(C#N)=C/c1ccc(O)c(O)c1)c1ccccc1,-38%&-2%,7.1µM*,-13%[46.1 µM],-6%&-21%,-9%&-3%,-0.1%&-1.6%,64%&9%[activator],15%
O=C(NCCCn1ccnc1)c1cc(C2CC2)on1,16%,2%,-4%[46.1 µM],-3%,-1%,-0.8%,21%[38.3 µM],-2%
COC(=O)[C@H](C)NC(=O)NCCC1=CCCCC1,-170%,3%,5%[7.67 µM],i,x,-2.4%,x,x
O=C(O)c1cccc(NC(=S)NC(NC(=O)c2ccccc2[N+](=O)[O-])C(Cl)(Cl)Cl)c1 (stereo unspecified),4%,-4%,10%,-7%,1%,-0.1%,-4%,6%
O=C(OC(C(=O)NC1CCCC1)c1ccncc1)C1=Cc2ccccc2OC1 (stereo unspecified),6%,u,6%[46.1 µM],-9%,6%,-0.3%,-1%[38.3 µM],14%
CC(C)CN(CC#N)CC(C)C,-2%[14.2 µM],x,x,x,1%[7.66 µM],x,-2%,-3%[9.22 µM]
Cc1cc(C)cc(OCC(=O)OCC(=O)Nc2ccc(Cl)cn2)c1,-30%,6%,-8%[46.1 µM],-6%,-2%,-1.6%,19%[38.3 µM],-13%
C[N+](C)(C)CCCC(=O)c1ccc2c(c1)OCO2,-12%,u,-5%[46.1 µM],8%,-3%,-2.7%,15%[38.3 µM],-5%
CSc1nc(C)c(Cl)c(C)c1C#N,4%,-5%,-2%[46.1 µM],-15%,-1%,0.0%,-5%[38.3 µM],36%
COc1ccccc1N1CCN(Cc2nc3ccsc3c(=O)[nH]2)CC1,2%,3%,-12%[46.1 µM],-1%,-1%,-1.1%,11%[38.3 µM],-9%
CC(C)CCNC(=O)CCn1nc(-c2ccccc2)ccc1=O,1%,-1%,0%[46.1 µM],-14%,3%,-0.2%,-7%[38.3 µM],-11%
COc1cc(OC)c(NC(=O)CCNC(=O)Cn2ccc3ccccc3c2=O)cc1Cl,-9%,u,-4%[46.1 µM],-5%,-4%,0.0%,-5%[38.3 µM],11%
CCCCCCCC(=O)N/N=C/c1cccnc1,0%,2%,-13%[46.1 µM],-7%,1%,-0.2%,30%[38.3 µM],-19%
COc1cccc(-n2c(SCC(=O)Nc3cc(C)on3)nc3ccccc3c2=O)c1,12%,-6%,-21%[46.1 µM],-9%,2%,0.8%,-3%[38.3 µM],8%
CCN(CC)S(=O)(=O)c1ccc(C)c(NC(=O)COc2ccc3c(C)cc(=O)oc3c2)c1,-8%,u,3%,-13%,0%,0.0%,6%,-12%
CCn1c(C)c(C(C)=O)c(SC)nc1=S,7%,0%,2%[46.1 µM],9%,-2%,0.0%,22%[38.3 µM],0%
Cc1cc(Cl)ccc1NC(=O)COC(=O)c1nc2nccc(C)n2n1,5%,6%,10%,i,-1%,1.1%,-6%,11%
O=C(NCC(c1cccnc1)N1CCOCC1)c1cccs1 (stereo unspecified),-2%,-2%,-11%[46.1 µM],i,-3%,0.0%,-1%,-1%
COc1cc(C(F)(F)F)nc2c(Br)c(C(C)(C)C)nn12,10%,u,30%,i,x,2.1%,x,x
CC(NC(=O)NC12CC3CC(CC(C3)C1)C2)c1ccc2c(c1)OCO2 (stereo unspecified),2%,4%,u,i,1%,-1.2%,0%,-15%
Cc1ccc(S(=O)(=O)NC(=O)N2CCCN(Cc3ccc(F)cc3)CC2)cc1,9%,57%[activator],-7%,-8%,x,1.1%,x,x
CN1C/C(=C/c2cccnc2)C(=O)/C(=C/c2cccnc2)C1,-2%,-23%,-10%,-4%,3%,16%,1%,-115%[inhibitor]
CCOC(=O)c1c(-c2ccccc2)csc1N1C(=O)Nc2ccccc2N1O,1%,2%,-25%,-1%,3%,1.4%,4%,u
Cc1cccc(NS(=O)(=O)c2cc(C(=O)N3CCCC3)ccc2Cl)c1,0%,3%,-3%,-20%,2%,0.1%,4%,1%
CCCCS(=N)(=O)CC[C@H](N)C(=O)O (stereo partly specified),12%,-8%,6%[46.1 µM],2%,-5%,-1.2%,12%,9%
C(/C=C\c1ccccc1)=Nc1ccc2c(c1)Cc1ccccc1-2,9%[14.2 µM],x,x,x,-3%[7.66 µM],x,-8%,0%[9.22 µM]
Cc1ccc(NC(=O)C2CCCN2C(=O)Oc2ccccc2)cc1 (stereo unspecified),8%,8%,4%[46.1 µM],i,4%,-1.1%,25%[38.3 µM],11%
C[C@@H](CN(C)C)CN1c2ccccc2Sc2ccccc21,-10%[21.6 µM],-7%[25.5 µM],x,i,2%[17.1 µM],1.1%[16.9 µM],24%,-10%[20.6 µM]

# Eight consecutive compounds from above, quoted:
SMILES,GoLoco inh red,KDM4E inh,NPSR antag,RECQ1 inh,Luc counter,Epigenetic reg,IMPase Li cell,SMN2 splice up
O=C(NCC(c1cccnc1)N1CCOCC1)c1cccs1 (stereo unspecified),-2%,-2%,-11%[46.1 µM],i,-3%,0.0%,-1%,-1%
COc1cc(C(F)(F)F)nc2c(Br)c(C(C)(C)C)nn12,10%,u,30%,i,x,2.1%,x,x
CC(NC(=O)NC12CC3CC(CC(C3)C1)C2)c1ccc2c(c1)OCO2 (stereo unspecified),2%,4%,u,i,1%,-1.2%,0%,-15%
Cc1ccc(S(=O)(=O)NC(=O)N2CCCN(Cc3ccc(F)cc3)CC2)cc1,9%,57%[activator],-7%,-8%,x,1.1%,x,x
CN1C/C(=C/c2cccnc2)C(=O)/C(=C/c2cccnc2)C1,-2%,-23%,-10%,-4%,3%,16%,1%,-115%[inhibitor]
CCOC(=O)c1c(-c2ccccc2)csc1N1C(=O)Nc2ccccc2N1O,1%,2%,-25%,-1%,3%,1.4%,4%,u
Cc1cccc(NS(=O)(=O)c2cc(C(=O)N3CCCC3)ccc2Cl)c1,0%,3%,-3%,-20%,2%,0.1%,4%,1%
CCCCS(=N)(=O)CC[C@H](N)C(=O)O (stereo partly specified),12%,-8%,6%[46.1 µM],2%,-5%,-1.2%,12%,9%

# (further entries)
SMILES,GoLoco inh red,KDM4E inh,NPSR antag,RECQ1 inh,Luc counter,Epigenetic reg,IMPase Li cell,SMN2 splice up
COc1ccc(C(=O)/C=C/c2cc(OC)c(O)c(OC)c2)c(F)c1,128%[activator],1%,4%,-4%,0%,-3.2%,-4%,x
COc1cc(OC)c(NC(=O)Nc2ccc(OC)c(OC)c2)cc1Cl,6%,-1%,-8%[46.1 µM],i,1%,-2.1%,37%[activator][38.3 µM],23%
Cc1cc2nc3n(c2cc1C)CC1CC(C(=O)NCCc2cccs2)N(C)C31 (stereo unspecified),10%,-3%,5%,i,x,0.0%,x,x
CC(C)CNC(=O)Nc1ccc(F)c(Cl)c1,24%,-21%,2%,i,0%,-6.6%,16%,20%
COc1ccc(C(C(=O)NC2CCCC2)N(C(=O)c2ccoc2C)c2cc(C)cc(C)c2)cc1 (stereo unspecified),20%,-7%,u,-4%,1%,2.3%,20%[38.3 µM],-7%
Cc1ccc(-c2sc(-c3cccnc3)nc2CC(=O)O)cc1,-1%,u,-9%,-17%,2%,-0.1%,-11%,-7%
CC(NC(=S)N1CCN(c2ccccc2)CC1)c1ccccc1 (stereo unspecified),-3%,8%,-9%,-4%,x,-0.9%,x,x
CC(C)(C)c1ccc(/C=N/NC(=O)C(=O)NCCCN2CCOCC2)cc1,-1%,6%,13%,7%,-4%,-1.8%,2%,-15%
CCN1CCCC1CNC(=O)c1cc(S(=O)(=O)CC)c(N)cc1OC (stereo unspecified),-6%&2%&13%,6%&4%&-5%,43%&9%,0%&-3%&-1%,0%,1.5%&1.1%&2.1%,-4%,-11%
